Bioassay records as filed in PubChem BioAssay.
C diff HTS – C. difficile growth inhibitors, primary screen, HTS | Clostridium difficile clinical isolate growth, OD600, 24 h; stronger effect = lower value | growth activity, negative = inhibition, % at 16 µg/mL (by protocol) | 0.25% of 86,000 active | AID 1259249, 2017;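 active = mean growth activity at or below -80% and every replicate also at or below -80%; inconclusive = mean at or below -80% but some replicate above -80%; inactive = mean growth activity above -80%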;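 also: 0% = DMSO wells and -100% = levofloxacin 16 µg/mL wells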
KDM4C inh – inhibitors of GASC-1 (KDM4C) histone demethylase, primary screen, biochemical, single concentration HTS. GST-KDM4C 2-372, H3K9me3 peptide, LANCE TR-FRET. inhibition, % at 12.5 µM. 0.15% of 96,000 active. Lysine-specific demethylase 4C (Homo sapiens), Q9H3R0;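 active = mean replicate inhibition above about 25%, with at least 55% of replicates also reaching it, limit read from the data, passing the limit was not always enough; inconclusive = only one of those two conditions met; inactive = neither condition met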
Target sequence (Q9H3R0 2-372 limits assumed): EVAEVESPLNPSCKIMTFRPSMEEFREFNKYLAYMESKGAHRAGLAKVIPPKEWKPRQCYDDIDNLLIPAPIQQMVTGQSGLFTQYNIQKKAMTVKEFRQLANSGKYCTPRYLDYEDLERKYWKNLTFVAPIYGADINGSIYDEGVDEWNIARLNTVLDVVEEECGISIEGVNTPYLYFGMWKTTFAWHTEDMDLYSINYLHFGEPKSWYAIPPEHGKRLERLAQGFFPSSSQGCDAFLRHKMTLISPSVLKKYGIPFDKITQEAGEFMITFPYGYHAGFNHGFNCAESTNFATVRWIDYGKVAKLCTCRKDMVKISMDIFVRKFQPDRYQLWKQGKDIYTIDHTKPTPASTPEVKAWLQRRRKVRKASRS
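System: N-terminal GST-fused human GASC-1 (KDM4C) fragment, residues 2-372; amount: enzyme final amount 10 nM; incubation: reaction 30 min RT, detection step 1 h RT; medium: HEPES buffer, pH 7.5, plus ascorbate; technique: LANCE TR-FRET, Eu antibody, ULight-streptavidin, EDTA, ex 340 nm, em 618/671 nm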
Tcruzi prolif – T. cruzi intracellular proliferation inhibitors, primary screen, cell-based, beta-gal Tulahuen parasites, NIH3T3 host, luminescence; T. cruzi beta-gal in NIH3T3, GalScreen luminescence, 90 h; inhibition, % at 8.34 µM; 5.9% of 77,000 active; AID 624255, 2012;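 active = mean inhibition above about 93%, with at least 55% of replicates each passing it, limit read from the data, passing the limit was not always enough; inconclusive = only one of those two conditions holds; inactive = neither condition holds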
Pf Dd2 inh – P. falciparum Dd2 growth inhibitors, primary screen, SYBR Green fluorescence, single dose replicates; activity change, % at 10 µM; AID 1159554, 2015; 72 h; stronger effect = lower value; 2.3% of 94,000 active; in the data active = activity change below about -80%; inconclusive = no clear call, values can overlap the other calls
An asterisk follows results filed as active; ? = inconclusive; / = not tested or not shown; & = joins results of further samples; ! = a repeat was not active.

nr	SMILES	C diff HTS	KDM4C inh	Tcruzi prolif	Pf Dd2 inh
1	CCC(=O)Nc1ccc2c(c1)C(=O)N(C)C[C@H](OC)[C@@H](C)CN(Cc1ccccn1)[C@@H](C)CO2	/	-0.6	-4	1
2	C[C@@H]1CN([C@H](C)CO)C(=O)c2cc(C#Cc3ccccc3)cnc2O[C@H]1CN(C)C(=O)c1ccccn1	-5	-0.7	111*	-24
3	C[C@@H]1CCCCO[C@@H](CN(C)S(=O)(=O)c2ccc(F)cc2)[C@@H](C)CN([C@@H](C)CO)C(=O)c2cc(NC(=O)Nc3ccc(C(F)(F)F)cc3)ccc2O1	/	-0.7	93	-79
4	CC(C)NC(=O)Nc1ccc2c(c1)CC(=O)N([C@H](C)CO)C[C@H](C)[C@@H](CN(C)Cc1ccc(C(F)(F)F)cc1)O2	-4	0.3	/	-23
5	COc1ccc(NC(=O)Nc2ccc3c(c2)C(=O)N([C@H](C)CO)C[C@@H](C)[C@H](CN(C)Cc2ccc(-c4ccccc4)cc2)O3)cc1	/	-1.1	74	7
6	O=C(C[C@@H]1CC[C@H]2[C@@H](COC[C@H](O)CN2C(=O)Nc2ccc(C(F)(F)F)cc2)O1)NCC1CCCCC1	-5&-16	1.3	/	8
7	CCC(=O)N1[C@@H]2CN(C(=O)c3ccccc3F)c3ccccc3[C@@H]2[C@@H]1CO	-2	0.4	15	-9
8	CCOC(=O)c1cc2c(c(-c3cccc(Br)c3)n1)[C@H](CCO)N(C(=O)NC(C)C)C2	-4	2.5	49	/
9	Cc1noc(C)c1NC(=O)N(C)C[C@H]1OCCCC[C@H](C)Oc2ccc(NC(=O)Cc3ccccc3)cc2C(=O)N([C@@H](C)CO)C[C@@H]1C	-3	0.3	-3	-20
10	CCCNC(=O)N(C)C[C@H]1Oc2cc(-c3cncnc3)ccc2S(=O)(=O)N([C@@H](C)CO)C[C@H]1C	4	1.1	/	34
11	C[C@H](CO)N1C[C@H](C)[C@H](CN(C)Cc2ccc(C(F)(F)F)cc2)OCCCC[C@H](C)Oc2ccc(NC(=O)Nc3cccc4ccccc34)cc2C1=O	23	-2.4	126	26
12	C[C@@H]1CN([C@@H](C)CO)C(=O)c2cc(C#CC3CCCCC3)cnc2O[C@@H]1CN(C)S(=O)(=O)c1ccccc1	-10	5.9	111*	-28
13	COc1cccc(S(=O)(=O)N[C@H]2CC[C@@H](CCn3cc(-c4ccccn4)nn3)O[C@H]2CO)c1	3	-1.2	18	-10
14	C[C@H](CO)N1C[C@H](C)[C@H](CN(C)C(=O)Nc2ccc(F)cc2)Oc2ccc(NC(=O)Nc3ccccc3)cc2C1=O	-5	-0.8	/	-10
15	Cc1ccc(S(=O)(=O)N(C)C[C@@H]2OCCCC[C@@H](C)Oc3ccc(NC(=O)c4ccncc4)cc3C(=O)N([C@H](C)CO)C[C@@H]2C)cc1	/	-1.2	/	-47
16	COc1ccc(-c2ccc([C@H]3[C@@H](CO)N(C(=O)C4CC4)[C@H]3C#N)cc2)cc1	6	0.8	43	60
17	CN(C)CC(=O)Nc1ccc2c(c1)[C@H]1C[C@@H](CC(=O)NCc3ccccn3)O[C@H](CO)[C@H]1O2	-4	0.7	/	-4
18	O=C([C@@H]1[C@@H](CO)[C@@H]2Cn3c(ccc(-c4cccnc4)c3=O)[C@@H]2N1CCC(F)(F)F)N1CCOCC1	-7	7.4	42	/
19	C[C@@H]1CN([C@@H](C)CO)C(=O)c2cc(-c3ccncc3)cnc2O[C@H]1CN(C)C(=O)Nc1ccc2c(c1)OCO2	4	1.0	-67	24
20	O=C(C1CCC1)N1CC[C@@H]2[C@@H](CO)Nc3ccc(C#Cc4cccc(F)c4)cc3[C@@H]21	10	-2.7	91	-19

Exported with one line to a screen: entries from further up
10: CCCNC(=O)N(C)C[C@H]1Oc2cc(-c3cncnc3)ccc2S(=O)(=O)N([C@@H](C)CO)C[C@H]1C
11: C[C@H](CO)N1C[C@H](C)[C@H](CN(C)Cc2ccc(C(F)(F)F)cc2)OCCCC[C@H](C)Oc2ccc(NC(=O)Nc3cccc4ccccc34)cc2C1=O
12: C[C@@H]1CN([C@@H](C)CO)C(=O)c2cc(C#CC3CCCCC3)cnc2O[C@@H]1CN(C)S(=O)(=O)c1ccccc1
13: COc1cccc(S(=O)(=O)N[C@H]2CC[C@@H](CCn3cc(-c4ccccn4)nn3)O[C@H]2CO)c1
14: C[C@H](CO)N1C[C@H](C)[C@H](CN(C)C(=O)Nc2ccc(F)cc2)Oc2ccc(NC(=O)Nc3ccccc3)cc2C1=O
assay / compound	10	11	12	13	14
C diff HTS	4	23	-10	3	-5
KDM4C inh	1.1	-2.4	5.9	-1.2	-0.8
Tcruzi prolif	/	126	111*	18	/
Pf Dd2 inh	34	26	-28	-10	-10

Further compounds follow.
nr	SMILES	C diff HTS	KDM4C inh	Tcruzi prolif	Pf Dd2 inh
21	C[C@@H]1CN([C@@H](C)CO)S(=O)(=O)c2ccc(C#CCC3CCCC3)cc2O[C@H]1CN(C)Cc1cccc(C(=O)O)c1	-17	/	/	10
22	Cc1noc(C)c1S(=O)(=O)N(C)C[C@H]1Oc2ccc(NC(=O)Nc3ccc4c(c3)OCO4)cc2C(=O)N([C@@H](C)CO)C[C@H]1C	-8	0.5	5	22
23	C[C@H](CO)N1C[C@H](C)[C@@H](CN(C)C(=O)C2CCCCC2)Oc2ncc(C#CC(C)(C)O)cc2C1=O	-2	-0.4	-111	18
24	Fc1cccc(CN2[C@@H]3CNC[C@H]2C3c2ccc(-c3cccc(F)c3)cc2)c1 (stereo partly specified)	-99*!	0.0&0.3	/	-53&-60
25	C[C@@H]1CCCCO[C@H](CN(C)C(=O)Cc2ccccc2)[C@@H](C)CN([C@@H](C)CO)C(=O)c2cc(NC(=O)NC3CCCCC3)ccc2O1	-12	-0.2	80	-64
26	CNC[C@@H]1Oc2c(NC(=O)Nc3ccc(OC)cc3)cccc2C(=O)N([C@@H](C)CO)C[C@H]1C	/	0.6	13	12
27	CC(C)CC#Cc1ccc2c(c1)O[C@H](CN(C)Cc1ccc(F)cc1)[C@H](C)CN([C@@H](C)CO)S2(=O)=O	12	/	84	-59
28	C[C@H](NC(=O)C[C@@H]1C=C[C@@H](NC(=O)C2CCOCC2)[C@@H](CO)O1)c1ccccc1	-5	-1.5	-22	2
29	CCC(=O)N1CCCCN2[C@@H](CO)[C@H](c3ccc(C#Cc4ccccc4)cc3)[C@@H]2C1	-1	-0.4	112*	-10
30	O=C(c1cnccn1)N1CC(=O)N2[C@@H](CO)[C@@H](c3ccc(C#CCC4CCCC4)cc3)[C@@H]2C1	-14	0.7	/	-6
31	COc1cc(CN2[C@@H]3CNC[C@H]2C3c2ccc(-c3ccc(C)cc3)cc2)cc(OC)c1 (stereo partly specified)	-3	-1.5	/	-45
32	CS(=O)(=O)N1[C@@H]2c3ccc(C4=CCCCC4)c(=O)n3C[C@H]1[C@H](CO)[C@H]2C(=O)N1CCOCC1	-2	-0.7	31	-5
33	CC(=O)N1CC(=O)N2[C@H](CO)[C@@H](c3ccc(-c4cccc(C(=O)N(C)C)c4)cc3)[C@H]2C1	0	-1.2	/	-8
34	CCCNC(=O)NC[C@@H]1[C@H](c2ccc(C3=CCCC3)cc2)[C@H](CO)N1C(=O)CC	-2	4.4	13	-31
35	C[C@@H]1CN([C@H](C)CO)C(=O)c2cc(NC(=O)Cn3cnnn3)ccc2O[C@@H]1CN(C)Cc1ccncc1	1	1.0	19	1
36	CC(C)NC(=O)N(C)C[C@@H]1Oc2cc(-c3ccncc3)ccc2S(=O)(=O)N([C@H](C)CO)C[C@@H]1C	3	13	?	-11
37	CCC(=O)NC[C@@H]1[C@@H](c2ccccc2)[C@@H](CO)N1C(=O)C1CC1	6	-2.2	-56	13
38	CCC(=O)Nc1ccc2c(c1)C(=O)N(C)C[C@@H](OC)[C@@H](C)CN(C(=O)Cc1cccnc1)[C@H](C)CO2	/	0.4	-20	34
39	C[C@H](CO)N1C[C@H](C)[C@@H](CN(C)C(=O)NC2CCCCC2)Oc2c(cccc2N(C)C)C1=O	4	0.9	2	6
40	COc1cccc(C(=O)Nc2ccc3c(c2)C(=O)N(C)C[C@@H](OC)[C@H](C)CN(C(C)=O)[C@@H](C)CO3)c1	-4	0.3	13	-21

Results in sequence from above:
Tcruzi prolif, nos. 30–36: /, /, 31, /, 13, 19, ?
C diff HTS, nos. 30–36: -14, -3, -2, 0, -2, 1, 3

More structures
nr	SMILES	C diff HTS	KDM4C inh	Tcruzi prolif	Pf Dd2 inh
41	CCCC#Cc1cnc2c(c1)C(=O)N([C@H](C)CO)C[C@H](C)[C@@H](CN(C)S(=O)(=O)c1cccc(OC)c1)O2	-2	-0.5	89	-57
42	CN(C)C(=O)c1cccc(-c2ccc3c(c2)[C@H]2[C@H](CCN2C(=O)c2ccncc2)[C@@H](CO)N3C)c1	1	-0.9	73	-10
43	C/C=C/c1cnc2c(c1)C(=O)N([C@H](C)CO)C[C@H](C)[C@H](CN(C)C(=O)Cc1ccccc1)O2	2	0.5	-21	53
44	CCCN(C)C[C@H]1Oc2cc(C#CC(C)C)ccc2S(=O)(=O)N([C@@H](C)CO)C[C@H]1C	5	0.1	94	-35
45	O=C(c1ccncc1)N1CC(=O)N2[C@H](CO)[C@@H](c3ccc(/C=C/c4ccccc4)cc3)[C@H]2C1	-13	-2.3	/	5
46	CCCNC(=O)[C@H]1[C@H](CO)[C@H]2Cn3c(ccc(-c4ccccc4F)c3=O)[C@H]2N1CCC	0	7.9	11	-3
47	O=C(C1CCOCC1)N1CC(=O)N2[C@@H](CO)[C@H](c3ccc(C#CCc4ccccc4)cc3)[C@@H]2C1	9	-0.4	/	-41
48	C[C@H]1CN([C@@H](C)CO)C(=O)c2cc(NC(=O)Nc3cccc4ccccc34)ccc2O[C@@H]1CN(C)S(=O)(=O)c1cn(C)cn1	/	-0.7	13	-7
49	O=C(C[C@@H]1CC[C@@H](NC(=O)Nc2ccccc2)[C@H](CO)O1)NCc1ccccn1	2	-0.3	108*	10
50	C[C@H]1CCCCO[C@@H](CN(C)Cc2ccc(C(=O)O)cc2)[C@@H](C)CN([C@@H](C)CO)C(=O)c2cc(NC(=O)c3ccccc3)ccc2O1	-2	2.1	48	-32
51	CO[C@H]1CN(C)C(=O)c2cc(NS(=O)(=O)CC(F)(F)F)ccc2OC[C@H](C)NC[C@@H]1C	/	-0.1	11	-1
52	CO[C@H]1CN(C)C(=O)c2cc(NS(C)(=O)=O)ccc2OC[C@H](C)N(C(=O)NC(C)C)C[C@@H]1C	0	-0.7	14	19
53	O=C(N[C@@H]1CC[C@H](CCNS(=O)(=O)c2ccc(F)cc2)O[C@H]1CO)c1cccnc1	5	0.0	-46	15
54	Cc1ccc(S(=O)(=O)Nc2ccc3c(c2)C(=O)N([C@@H](C)CO)C[C@H](C)[C@@H](CN(C)C(=O)Nc2c(C)noc2C)OCCCC[C@H](C)O3)cc1	3	-1.0	-43	-3
55	COCC(=O)N1CC2(CCN(Cc3cncnc3)CC2)c2c(n(C)c3cc(OC)ccc23)[C@H]1CO	-8	-1.1	/	-12
56	C[C@H](CO)N1C[C@H](C)[C@H](CN(C)S(C)(=O)=O)Oc2ccc(NC(=O)Nc3ccc(F)cc3)cc2CC1=O	0	0.6	18	4
57	C[C@@H]1CN([C@H](C)CO)C(=O)c2cc(NS(=O)(=O)c3ccccc3)ccc2O[C@@H](C)CCCCO[C@@H]1CN(C)Cc1ccccc1	/	/	57	-45
58	C[C@@H]1CN([C@H](C)CO)C(=O)c2cccc(N(C)C)c2O[C@H]1CN(C)S(=O)(=O)c1cccs1	0	2.4	5	-16
59	C[C@H]1CN([C@@H](C)CO)C(=O)c2cccc(NC(=O)Nc3cccc4ccccc34)c2O[C@@H]1CN(C)S(=O)(=O)c1cn(C)cn1	3	-0.9	-94	-23
60	C[C@@H]1CN([C@H](C)CO)C(=O)c2cccc(NC(=O)Nc3ccc4c(c3)OCO4)c2O[C@H]1CN(C)C	-4	2.9	/	3
